# rTrxR1 inhibitor: inhibitors of rat thioredoxin reductase 1. Potency, µM (series often up to 114 µM), without a hit: at the highest dose activity change, negative = inhibition, most hits filed as inhibitors. O89049. 1% of 390,000 active. recombinant rTrxR1, NADPH fluorescence consumption, selenite substrate; further: potency means the concentration at half of the fitted maximal effect; on the % scale 0 is the no-effect control and ±100 the full control effect; nearly all actives have a fitted effect of over 65% in size
#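 Rat TrxR1 (90 nM in the dispensed reagent) was pre-reduced with 400 uM NADPH for 5 min at room temperature, then incubated with compound for 15 min. After 400 uM selenite was added, NADPH fluorescence (Ex 340/Em 450 nm) was followed for 8 min.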
# Pin1 inh: blocks the human prolyl isomerase Pin1; Q13526; Pin1 FP peptide displacement, HiFluor488, 10 min; Potency, µM (top dose mostly 115 µM), without a hit: at the top dose activity, negative = inhibition, most hits filed as inhibitors; 0.009% of 390,000 active; AID 504891; active means well fitted inhibition curve with a large enough effect in the polarisation, with a control signal flat, not every such curve was filed as active; inconclusive means small, poorly fitted or top-dose-only effect, or effect the other way, or a change in a side signal; inactive means no such curve, though single readings can be large or run the other way; the % refers to the polarisation; further: potency means the concentration at half of the fitted maximal effect; on the % scale 0 is the no-effect control and ±100 the full control effect
# Target sequence (Q13526 whole entry, looked up): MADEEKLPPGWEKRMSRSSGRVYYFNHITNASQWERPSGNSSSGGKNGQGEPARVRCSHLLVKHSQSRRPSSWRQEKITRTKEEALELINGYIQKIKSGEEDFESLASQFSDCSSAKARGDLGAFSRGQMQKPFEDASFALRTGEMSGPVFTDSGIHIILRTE
# D2 antagonist: antagonizes the human D2 dopamine receptor | AID 485344 | HEK293 TREx D2 cells, calcium flux, dopamine EC80 | 2% of 340,000 active | inhibition, % at 10 µM; in the data active means inhibition above about 30%; further: 0% is about no effect
# Target sequence (P14416 whole entry, looked up): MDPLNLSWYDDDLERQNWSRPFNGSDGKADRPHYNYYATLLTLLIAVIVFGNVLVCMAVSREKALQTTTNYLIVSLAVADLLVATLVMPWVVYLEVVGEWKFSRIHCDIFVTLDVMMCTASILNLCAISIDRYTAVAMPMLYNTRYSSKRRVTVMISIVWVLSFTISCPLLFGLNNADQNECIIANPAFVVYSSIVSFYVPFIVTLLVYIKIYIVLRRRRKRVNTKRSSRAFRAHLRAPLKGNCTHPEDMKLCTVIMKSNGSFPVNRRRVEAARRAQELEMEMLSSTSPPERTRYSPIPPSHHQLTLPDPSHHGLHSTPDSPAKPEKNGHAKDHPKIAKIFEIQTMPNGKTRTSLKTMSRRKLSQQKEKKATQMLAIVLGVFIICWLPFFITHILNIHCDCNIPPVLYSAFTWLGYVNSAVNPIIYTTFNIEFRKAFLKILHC
#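 Read-out: kinetic calcium fluorescence (1 cycle/s) in inducible HEK293 T-REx D2 cells after an EC80 dopamine addition that followed 180 s compound preincubation. Loss of the dopamine response indicates antagonism.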
# D2 ag: D2 dopamine receptor (human) agonism | 0.53% of 340,000 active | activation, % at 2 µM | HEK293 T-REx D2 cells, calcium flux agonist mode | AID 485358;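 active means activation over 3 SD above normal in the single-dose calcium agonist read, cut at about 30% in these data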; further: 0% is about no effect
#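 Agonism scored from kinetic calcium signal (1 read/sec, 180 s) following compound pin transfer, after a 10 s baseline. Cells: HEK293 Trex line expressing inducible D2 receptor coupled to calcium, dye-loaded after overnight culture at 30 C.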
# TRHR enhancer: allosterically enhances the human TRH receptor. TRHR cells, fluo-8 calcium fluorescence, EC20 TRH enhancement. enhancement, % at 2 µM. 0.66% of 360,000 active; in the data active means enhancement above about 30%; further: 0% is about no effect
# Target sequence (P34981 whole entry, looked up): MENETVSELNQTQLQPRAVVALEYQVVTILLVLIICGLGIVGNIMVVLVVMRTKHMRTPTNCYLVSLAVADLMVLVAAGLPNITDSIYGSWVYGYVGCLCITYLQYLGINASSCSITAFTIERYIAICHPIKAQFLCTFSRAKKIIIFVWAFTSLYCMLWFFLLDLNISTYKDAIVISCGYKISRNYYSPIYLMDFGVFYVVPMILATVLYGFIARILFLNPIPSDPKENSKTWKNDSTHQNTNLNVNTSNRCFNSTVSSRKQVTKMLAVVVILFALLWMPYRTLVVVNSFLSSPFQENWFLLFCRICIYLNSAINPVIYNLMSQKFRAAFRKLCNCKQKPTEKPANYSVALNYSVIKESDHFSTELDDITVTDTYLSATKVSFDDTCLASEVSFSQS
#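 Enhancer read-out: after compound pinning and an initial kinetic agonist-mode read, an EC20 of TRH (10 nM final) was injected and fluo-8 calcium signal (Ex 480/Em 530) followed at 1 s/cycle for 100 cycles in TRHR-expressing cells.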
# TRHR ag: TRH receptor (human) agonism; TRHR cells, calcium flux fluo-8, FDSS agonist mode; 0.18% of 360,000 active; AID 493084; P34981; activation, % at 2 µM; in the data active means activation above about 30%; further: 0% is about no effect
#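 TRHR-expressing cells, plated overnight in medium with 10% serum, were loaded with fluo-8 calcium dye at room temperature. After a 10 s baseline, library compound was pin-added and calcium release was recorded kinetically (ex 480/em 530) as agonist response.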
# TrxR1 substrate: is turned over as a substrate by rat TrxR1; O89049; purified TrxR1 substrate turnover, NADPH consumption readout; Potency, µM (top dose mostly 114 µM), for the others: at the top dose activity change, negative = substrate turnover; 0.01% of 390,000 active; further: potency means the concentration at half of the fitted maximal effect; on the % scale 0 is the no-effect control and ±100 the full control effect; nearly all actives have a fitted effect of over 50% in size
#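 Rat TrxR1, dispensed at 90 nM, was prereduced with 400 uM NADPH (final) for 5 min at ~22 deg C, then incubated with compound 15 min before 400 uM selenite. A first-read NADPH fluorescence drop versus no-compound background flagged substrates.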
# USP1 inh: inhibitors of human USP1/UAF1 deubiquitinase; recombinant USP1/UAF1, Ub-Rhodamine cleavage fluorescence; 0.23% of 390,000 active; O94782; Potency, µM (series often up to 57.1 µM), without a hit: at the highest dose activity change, negative = inhibition, usual class: inhibitors; further: potency means the concentration at half of the fitted maximal effect; on the % scale 0 is the no-effect control and ±100 the full control effect; nearly all actives have a fitted effect of over 60% in size; inactives centre near -12
#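 1 nM enzyme complex + cpd, 15 min RT; start with Ub-Rho 150nM final; kinetic fluorescence ex 480/em 540, 6 reads q60 s. Buffer 50mM HEPES pH 7.8, 0.5mM EDTA, 0.1 mg/ml BSA, 1mM TCEP, 0.01% Tween-20.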
# IDH1 R132H inh: human IDH1 R132H inhibition | 0.093% of 390,000 active | AID 602179 | IDH1-R132H enzyme, NADPH consumption, diaphorase/resazurin fluorescence | Potency, µM (doses to about 76.6 µM), for inactives: at the top dose activity change, negative = inhibition, actives largely listed as inhibitors; further: potency means the concentration at half of the fitted maximal effect; on the % scale 0 is the no-effect control and ±100 the full control effect; nearly all actives have a fitted effect of over 65% in size
#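 IDH1-R132H (0.5 ug/mL dispensed) in pH 7.5 Tris buffer was preincubated 30 min with compound, then given a substrate mix of 0.016 mM NADPH and 2 mM alpha-KG for 80 min at room temperature; remaining NADPH was read by diaphorase/resazurin fluorescence.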
# * marks the source's active call; other numbers are inactive results; ? = inconclusive; . = no result given; & = joins results of further samples; [ ] = remark or other dose. Unless noted, the call rests on the fitted dose curve; in most records, active means well fitted inhibition curve with a large enough effect; inconclusive means small, poorly fitted or top-dose-only effect; inactive means no such curve, though single readings can be large or run the other way. Only part of the results is shown; rates above refer to the full screens.
1	CCOc1cccc(-c2c(C(=O)N/N=C/c3cccnc3)nnn2-c2nonc2N)c1
2	Cc1ccc(CNC(=O)CCc2c(C)nc3c(c(C)nn3-c3ccc(C)cc3)c2C)cc1
3	CCCS(=O)(=O)c1c(S(=O)(=O)CCC)c2c(N)cccn2c1C(=O)OC
4	O=C1c2ccccc2C(=O)C1c1ccnc2ccccc12
5	CCc1noc(C)c1C(=O)N1CCN(S(=O)(=O)c2ccc(Cl)cc2)CC1
6	CCCC1=Nc2cc(C(=O)NCC(C)c3ccccc3)ccc2Sc2ccccc21 (stereo not drawn)
7	Cc1csc(SCC(=O)Nc2cccc3nsnc23)n1
8	O=C(O)COc1ccccc1/C=N/NC(=O)CSc1nc2ccccc2c(=O)n1-c1ccc(Cl)cc1
9	CCCN1CCN(CCNC(=O)Nc2cc(OC)cc(OC)c2)CC1
10	CCC(Sc1nc2cc(OC)c(OC)cc2c(=O)n1CCc1ccc(S(N)(=O)=O)cc1)C(=O)NCCOC (stereo not drawn)
Screen / compound no.	1	2	3	4	5	6	7	8	9	10
rTrxR1 inhibitor	6%	35%	7.9µM*	3%[57.1 µM]	29%	16%	-1%[57.1 µM]	7%	25%	-15%
Pin1 inh	-4%	-8%	?	38%[activator]	-3%	36%[activator]	5%	-1%	-15%	9%
D2 antagonist	5	-3	21	8	-39	.	33*	1	.	-9
D2 ag	-0.2	-1.1	1.5	0.5	0.5	1.1	1.1	-0.9	-0.6	-0.1
TRHR enhancer	3	-3	-3	6	2	5	-1	-5	3	2
TRHR ag	0.2	-2.7	0.4	0.3	-0.1	1.5	0.0	-0.2	1.2	-0.8
TrxR1 substrate	-5%	27%	-4%	7%[57.1 µM]	4%	1%	6%	-4%	4%	-5%
USP1 inh	-11%	?	-13%	-22%	-25%	-13%	1%	-10%	-22%	-20%
IDH1 R132H inh	-2%	11%	-9%	5%	-7%	-7%	-1%	-1%	26%	-24%

11	O=C(c1ccc(Cl)c(Cl)c1)N1CCOCC1
12	Cc1ccc2oc(=O)cc(CN3CCCCC3)c2c1
13	CCOC(=O)c1ccc(NC2=CC(=O)C(=O)c3ccccc32)cc1
14	COc1ccccc1CNc1cc(C)nc2nc(-c3ccc(C)cc3)nn12
15	COc1ccccc1-c1cc(C(=O)N2CCCCC2C)no1 (stereo not drawn)
16	O=C(CN1C(=O)CCC1=O)Nc1ccc(S(=O)(=O)N2CCOCC2)cc1
17	COc1ccc(OC)c(N(CC(=O)Nc2ccccc2F)S(=O)(=O)c2ccccc2)c1
18	COc1cccc(Cc2nc3ccccc3nc2SCC(=O)Nc2cccc(C)c2)c1
19	CN(C(=O)COC(=O)c1ccc(Cl)s1)C1(C#N)CCCCC1
20	O=C(Cn1cc2c(n1)CCCC2)NCc1cccc(Cl)c1
Screen / compound no.	11	12	13	14	15	16	17	18	19	20
rTrxR1 inhibitor	17%[57.1 µM]	13%[57.1 µM]	9%	18%[57.1 µM]	-7%	6%	12%[57.1 µM]	-7%[57.1 µM]	2%[57.1 µM]	9%[57.1 µM]
Pin1 inh	-9%	37%[activator]	?	20%	-9%	2%	7%	45%[activator]	-3%	4%
D2 antagonist	16	16	-8	.	.	10	.	.	-27	19
D2 ag	-0.1	0.3	-0.3	0.1	-0.5	1.1	.	.	-0.2	-0.2
TRHR enhancer	29	-2	-6	-1	13	-11	.	-3	3	-6
TRHR ag	0.3	-0.5	-0.9	0.4	-2.0	0.5	.	0.9	0.1	-0.7
TrxR1 substrate	8%[57.1 µM]	-18%[57.1 µM]	-7%	-2%[57.1 µM]	1%	2%	8%[57.1 µM]	-5%[57.1 µM]	1%[57.1 µM]	7%
USP1 inh	-13%	-11%	7.9µM*	-25%	-20%	-18%	-13%	-2%	-7%	-10%
IDH1 R132H inh	1%	6%	8%	-3%	.	9%	1%	1%	0%	14%

21	CCCC(=O)Nc1sc(Cc2ccccc2)c(C)c1C(N)=O
22	COc1ccc(-c2cc(C(F)(F)F)nc(SCC(=O)NCc3ccco3)n2)cc1OC
23	COc1ccc(C(=O)NC2CC2)cc1OC1CCN(Cc2ccc(SC)cc2)CC1
24	Cc1ccc(Cn2c(=O)c3cccnc3n(Cc3ccc(C)cc3)c2=O)cc1
25	CCC(C)NC(=O)CCCc1nnc2n(CC(C)C)c(=O)c3sccc3n12 (stereo not drawn)
26	C/[N+]([O-])=C\C1C(=O)CC(C)(C)CC1=O
27	COc1ccc(CCN2CCCC(CN(C)C(=O)c3cc(C)oc3C)C2)cc1 (stereo not drawn)
28	CCCCNC(=O)CCCn1c(=O)c2ccccc2n(Cc2cccc(Cl)c2)c1=O
29	Cc1[nH]c2ccccc2c1C(=O)COC(=O)c1ccc[n+]([O-])c1
30	O=C1CC(c2ccc(O)cc2)Oc2ccccc21 (stereo not drawn)
Screen / compound no.	21	22	23	24	25	26	27	28	29	30
rTrxR1 inhibitor	-2%	-23%	-9%	36%[activator]	14%	16%[57.1 µM]	7%	0%	-4%	-4%
Pin1 inh	1%	10%	2%	8%	-3%	-1%	-9%	3%	14%	1%
D2 antagonist	-7	-19	3	.	.	4	-2	.	9	1
D2 ag	5.4	-0.9	1.1	-0.1	-0.1	1.4	0.0	-0.2	2.2	0.5
TRHR enhancer	-2	12	8	10	6	10	1	-13	-7	1
TRHR ag	-0.1	-0.2	1.2	-0.3	-0.7	0.3	-0.9	-1.6	-0.3	-0.6
TrxR1 substrate	4%	22%	-9%	9%	3%	6%[57.1 µM]	1%	-2%	-3%	-2%
USP1 inh	-19%	-14%	-18%	-24%	-11%	-22%	-23%	-4%	-22%	-21%
IDH1 R132H inh	-3%	10%	-8%	-1%	21%	-4%	0%	6%	-2%	5%

# 3 structures from above, sorted by length of the SMILES, highest first.
23	COc1ccc(C(=O)NC2CC2)cc1OC1CCN(Cc2ccc(SC)cc2)CC1
27	COc1ccc(CCN2CCCC(CN(C)C(=O)c3cc(C)oc3C)C2)cc1 (stereo not drawn)
21	CCCC(=O)Nc1sc(Cc2ccccc2)c(C)c1C(N)=O
Screen / compound no.	23	27	21
rTrxR1 inhibitor	-9%	7%	-2%
Pin1 inh	2%	-9%	1%
D2 antagonist	3	-2	-7
D2 ag	1.1	0.0	5.4
TRHR enhancer	8	1	-2
TRHR ag	1.2	-0.9	-0.1
TrxR1 substrate	-9%	1%	4%
USP1 inh	-18%	-23%	-19%
IDH1 R132H inh	-8%	0%	-3%

# Next section:
31	Cc1ccc(/C=C/C(=O)NCCc2ccccc2)o1
32	COCCNC(=O)CN1C(=O)COc2ccc(S(=O)(=O)N3CC(C)CC(C)C3)cc21 (stereo not drawn)
33	O=C(Nc1nc(-c2ccccc2)cs1)c1ccco1
34	NNC(=O)c1cc(-c2ccc(N)cc2)nc2ccc(Br)cc12
35	O=C(c1ccco1)N1CCN(S(=O)(=O)c2ccc(S(=O)(=O)NC3CCCCC3)cc2)CC1
36	O=c1nccc(NCc2ccco2)[nH]1
37	O=C(NNc1cccc(Cl)n1)c1cccnc1Cl
38	Cc1cc(C)c2c(-c3ccc(F)cc3)c(C#N)c(=O)n(C)c2n1
39	Cc1[nH]c2ccccc2c1/C=C/c1nc2ccccc2c(=O)n1CCO
40	O=C(CNS(=O)(=O)c1ccccc1F)NNC(=O)c1ccc(Br)cc1
Screen / compound no.	31	32	33	34	35	36	37	38	39	40
rTrxR1 inhibitor	14µM*	13%[57.1 µM]	16%	1%	15%	-7%&13%	22%	15%[0.457 µM]	14%[57.1 µM]	-1%
Pin1 inh	4%	-1%	-5%	2%	7%	-10%&4%	1%	-12%	?	1%
D2 antagonist	13	10	28	-19	-7	-7	-7	30	-20	9
D2 ag	-0.5	21	-0.7	0.8	2.7	0.3	-0.5	0.1	4.1	1.8
TRHR enhancer	8	1	-2	-2	-2	5	5	4	3	32*
TRHR ag	-0.6	-0.7	0.0	3.0	0.4	-0.2	-1.2	-0.1	2.0	-0.4
TrxR1 substrate	5%	8%[57.1 µM]	-4%	-7%	9%	-8%&2%	0%	5%	7%[57.1 µM]	-4%
USP1 inh	-15%	-16%	-15%	-9%	-13%	-21%	2%	?	75%[activator]	6%
IDH1 R132H inh	1%	11%	3%	0%	0%	1%	5%	-5%	-3%	-13%

41	Cc1ccc(S(=O)(=O)Oc2ccccc2/C=N/N=C(N)N)cc1
42	COc1ccc([C@@H]2[C@@H]3C(=O)N(C(C)(C)C)C(=O)[C@@H]3[C@]3(C)C(=O)N(c4cccc(Br)c4)C(=O)N23)cc1
43	S=c1[nH]nc(C2CCCCC2)n1Cc1ccccc1
44	Cc1ccc(CNC(=O)CN2C(=O)c3ccccc3S2(=O)=O)cc1
45	COc1ccc2c(c1)oc(=O)c1cc(OC)ccc12
46	COc1cc(OC)c(N(C)S(=O)(=O)c2cccc(C(=O)OCC(=O)c3c[nH]c4ccccc34)c2)cc1Cl
47	CCN(CC(=O)Nc1ccc(NC(C)=O)cc1)C(=O)CCN1C(=O)c2cccc([N+](=O)[O-])c2C1=O
48	O=C(O)c1cccc(S(=O)(=O)N2CCCC(c3nc4c(nnn4Cc4ccc(F)cc4)c(=O)[nH]3)C2)c1 (stereo not drawn)
Screen / compound no.	41	42	43	44	45	46	47	48
rTrxR1 inhibitor	25%[57.1 µM]	28%	-22%	10%	22%	5%	2%	13%
Pin1 inh	?	7%	2%	3%	-1%	39%[activator]	4%	2%
D2 antagonist	24	-4	7	3	-5	-4	16	-12
D2 ag	-0.9	2.5	-1.9	-0.3	-0.5	1.0	0.5	0.8
TRHR enhancer	11	-4	3	1	8	4	6	-3
TRHR ag	-0.4	1.0	-1.5	-0.2	0.0	-0.2	0.8	-0.2
TrxR1 substrate	9%[57.1 µM]	0%	-6%	0%	50%[activator]	-6%	-1%	5%
USP1 inh	-13%	3%	-11%	-9%	-8%	-19%	2%	-8%
IDH1 R132H inh	10%	-3%	4%	3%	18%	-3%	-2%	-4%

# Compound activity as filed in PubChem.
